TRPC4 block: TRPC4 (mouse) channel inhibition. 300,000 compounds, 0.39% hits. Q9QUQ5. B-score at 10 µM. HEK293 TRPC4beta/mu-opioid, DAMGO-evoked Fluo4 calcium flux; hits give low values;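 active means B-score over 3 SD under the library average, no early fluorescence shift, positive overall ratio signal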
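Signal: kinetic Fluo4 fluorescence imaging of calcium influx. Material: stable TRPC4beta/mu-opioid receptor HEK293 cells. Probe or stimulus: DAMGO in two steps, submaximal then maximal.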
AI-2 QS modul: modulates the Vibrio harveyi AI-2 quorum sensing system | Vibrio harveyi JMH597 AI-2 luminescence/OD600 ratio, 9 h; hits give low values; strain lacks LuxN and CqsS sensors; 0 = neutral-control median | activity change, % at 7.5 µM | 300,000 compounds, 0.4% hits; in the data active means activity change below about -75%, passing the limit was not always enough;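 further: luminescence divided by OD600 gain over 9 h not by final OD600 alone; inactives centre near 13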
TRPC6 activator: activates the mouse TRPC6 cation channel; HEK293-TRPC6 membrane potential dye fluorescence; hits give high values; B-score at 10 µM; 310,000 compounds, 0.13% hits; AID 2550;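 active means B-score of the integrated fluorescence ratio above library mean plus 3 SD, and starting fluorescence ratio within library mean plus 5 SD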;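 further: higher score means more depolarization so channel activation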
MrgX1 ag: human MrgX1 receptor agonism, primary screen | Q96LB2 | MrgX1-HEK293 cells, Fluo-4 calcium fluorescence, agonist mode; hits give high values | B-score at 10 µM | 310,000 compounds, 0.44% hits;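 active means calcium response B-score plate-corrected fluorescence ratio at least 3 library SD, with starting fluorescence B-score inside 5 SD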
Target sequence (Q96LB2 whole entry, looked up): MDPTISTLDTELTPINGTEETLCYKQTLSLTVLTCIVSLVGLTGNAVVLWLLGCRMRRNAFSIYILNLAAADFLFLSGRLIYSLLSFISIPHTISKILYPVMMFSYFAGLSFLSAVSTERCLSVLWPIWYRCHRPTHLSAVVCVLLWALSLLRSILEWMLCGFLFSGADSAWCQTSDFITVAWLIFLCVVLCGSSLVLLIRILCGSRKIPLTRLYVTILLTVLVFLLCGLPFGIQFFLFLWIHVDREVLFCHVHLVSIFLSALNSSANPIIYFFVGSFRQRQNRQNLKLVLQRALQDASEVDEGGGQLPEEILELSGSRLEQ
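Assay system: stable human MrgX1 HEK293 cell line. Quantity: 15,000 cells per well. Schedule: cells plated overnight, dye loaded 0.5 h 37 °C, 0.5 h room temperature. Detection: Fluo-4 NW calcium-flux fluorescence, kinetic read. Read-out basis: peak-minus-minimum fluorescence over baseline, converted to B scores. Control set: positive and negative control wells on each plate.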
HIF act: HIF pathway transcriptional activation; U2OS HRE-luciferase reporter, luminescence; normalized: DMSO 0%, desferrioxamine 100%; activation, % at 7.5 µM (by protocol); 300,000 compounds, 0.32% hits; AID 1910;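 active means mean activation of at least 10% of the iron chelator positive control signal, with at least half of replicates also reaching 10%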
TRPC6 inh: blocks the mouse TRPC6 cation channel; Q61143; HEK293-TRPC6, membrane potential dye, ACh-evoked depolarization; hits give low values; B-score at 10 µM; 310,000 compounds, 1.1% hits;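 active means B-score under library mean minus 3 SD, initial fluorescence not abnormally high, positive integrated signal ratio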;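 further: B-score derived from integrated fluorescence ratio over the kinetic read; more negative B-score means stronger inhibition of depolarization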
PolyA inhibitor: blocks polyadenylation in yeast reporter cells; S. cerevisiae SKY197-pL101 polyadenylation reporter, beta-gal luminescence; efflux-impaired pdr1/pdr3 knockout yeast; score 100 = 6 SD above DMSO; calls only at 12 µM; 300,000 compounds, 0.02% hits; AID 1875;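 active means lowest replicate activity score at least 50, where 100 means six control SD above control mean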;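 further: yeast exposed to compound for 9 h at 30 °C; higher score means more reporter readthrough which indicates perturbed polyadenylation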
TRPC4 PAM: allosteric potentiators of mouse TRPC4 channel. Q9QUQ5. HEK293 TRPC4beta/mu-opioid, DAMGO EC20, Fluo-4 Ca2+ flux; hits give high values. B-score at 10 µM. 310,000 compounds, 0.42% hits;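 active means B-score of calcium response area above 5 SD of library B-scores, with initial fluorescence ratio within 5 SD of library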;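 further: B-score of integrated fluorescence ratio over time as area under calcium response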
MrgX1 allo act: allosterically activates human MrgX1 receptor signaling. Q96LB2. MrgX1-HEK293, Fluo-4 calcium flux, FDSS; hits give high values. B-score at 10 µM. 310,000 compounds, 0.63% hits;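 active means plate-corrected calcium response at least 3 library SD above typical, normal starting fluorescence, not activating the receptor alone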;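 further: compound read alongside a low EC10 to EC30 dose of BAM8-22 agonist; peak minus trough fluorescence over baseline measured at the second addition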
MrgX1 antag: antagonists of human MrgX1 receptor; Q96LB2; MRGX1-HEK293 calcium flux, Fluo-4, BAM8-22 antagonism; hits give low values; B-score at 10 µM; 310,000 compounds, 1.3% hits;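 active means calcium-response B-score plate-corrected more than 3 library SD below zero, starting fluorescence within 5 deviations, no agonist response on first addition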;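 further: peak minus trough fluorescence over baseline after final BAM8-22 challenge near maximal dose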
TRPC4 agonist: TRPC4 (mouse) channel activation. Q9QUQ5. HEK293 TRPC4beta/mu-opioid, Fluo4 calcium fluorescence; hits give high values. B-score at 10 µM. 310,000 compounds, 0.49% hits. AID 2237;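 active means B-score above 5 SD of library B-scores, and initial fluorescence ratio not above library mean plus 5 SD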;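 further: positive B-score marks a calcium rise read as TRPC4 activation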
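Assay system: HEK293 stable line with TRPC4beta plus mu-opioid receptor. Times: dye 45 min RT, read 110 s. Measured by: kinetic Fluo4 calcium fluorescence. Measure: B score of integrated ratio. Controls: assay buffer as low control, maximal DAMGO as high control.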
* = called active by the depositor; i = inactive; nt = no result given. The list is partial (hit frequency here may not be typical).

SMILES	TRPC4 block	AI-2 QS modul	TRPC6 activator	MrgX1 ag	HIF act	TRPC6 inh	PolyA inhibitor	TRPC4 PAM	MrgX1 allo act	MrgX1 antag	TRPC4 agonist
CCOC(=O)c1ccc(Nc2ccc([N+](=O)[O-])cn2)cc1	i	10	i	i	1.3	i	i	i	i	i	i
CN1CCc2c(sc(NC(=O)c3ccco3)c2C(N)=O)C1	i	37	i	i	1.0	i	i	i	i	i	i
O=C(COC(=O)CCNS(=O)(=O)c1ccccc1F)Nc1nnc(-c2ccccc2)o1	i	32	i	i	-0.5	i	i	i	i	i	i
C/C(=N/NC(=O)CNC(=O)c1cccc(F)c1)c1ccc2c(c1)CCCC2	i	12	i	i	0.3	i	i	i	i	i	i
CC(C)c1cc(N=NC(N)=O)cc(C(C)C)c1O	i	-13	i	i	-0.6	i	i	i	i	i	i
COc1ccc(C)cc1N(C(=O)c1ccccc1F)c1nc2ccccc2s1	-6*	11	i	i	nt	i	i	i	i	i	i
CC(C)N(Cc1ccccc1)S(=O)(=O)c1cccs1	i	6	i	i	-0.1	i	i	i	i	i	i
COC(=O)c1cc2ccccn2c2c(C(=O)OC)c(C(=O)OC)cc1-2	i	10	i	i	-0.6	i	i	i	i	i	i
CC1CC(C)CN(c2ccc(S(=O)(=O)N3CCOCC3)cc2)C1 (configuration not stated)	i	2	i	i	0.0	i	i	i	i	i	i
CCCCN(C(=O)c1ccc(S(=O)(=O)N2CCC(C)CC2)cc1)C1CCS(=O)(=O)C1 (configuration not stated)	i	20	i	i	-13	i	i	i	i	i	i
COc1ccc(C(=O)CSc2nnn(-c3cccc(NC(C)=O)c3)n2)cc1	i	18	i	i	4.5	i	i	i	i	i	i
CN(C)CCCNC(=O)CC(c1ccc(F)cc1)c1ccco1 (configuration not stated)	i	18	i	i	0.0	i	i	i	i	i	i
Cc1ccc(S(=O)(=O)NCCC(=O)Nc2ccc(C)c(Cl)c2)cc1C	i	-11	i	i	-0.3	i	i	i	i	i	i
Cc1ccc(NC(=O)CNC(=O)CC23CC4CC(CC(C4)C2)C3)c(O)c1	i	27	i	i	-0.1	i	i	i	i	i	i
COc1ccccc1NC(=O)c1oc2ccccc2c1NC(=O)c1ccco1	i	6	i	i	-0.4	i	i	i	i	-5.2*	i
CN1CCN(NC(=O)/C=C/c2ccc(C(C)(C)C)cc2)CC1	i	24	i	i	0.5	i	i	i	i	i	i
Brc1cccc(CNc2nc3ccccc3n2CCN2CCOCC2)c1	i	27	i	i	0.1	i	i	i	i	i	i
CCOc1ccc(N2C(=O)/C(=C\c3ccccc3OC)S(=O)(=O)C2c2cccc([N+](=O)[O-])c2)cc1 (configuration not stated)	i	16	i	i	-3.7	i	i	i	i	i	i
Cc1nnc2n(c1=O)N=C(c1ccc(Cl)cc1)CS2	i	15	i	i	0.0	i	i	i	i	i	i
Cc1ccc(Nc2nc3ccccc3c(=O)s2)cc1C	i	22	i	i	-0.8	i	i	i	i	i	i
Cn1c(NC(=O)c2ccc(F)cc2)c(-c2cccs2)c(=O)c2ccccc21	i	31	i	i	nt	i	i	i	i	i	i
Cc1cc(N2C(=O)C(O)=C(C(=O)c3ccco3)C2c2ccc(Cl)cc2)no1 (configuration not stated)	i	-4	i	i	-0.1	i	i	i	i	i	i
CN(C)c1ccc(/C=C(\NC(=O)c2ccccc2)C(=O)NCCN2CCOCC2)cc1	i	5	i	i	-0.1	i	i	i	i	i	i
CCOc1ccc(OCC(=O)OCn2c(SC)nnc(C)c2=O)cc1	i	46	i	i	-0.3	i	i	i	i	i	i

Record cards, as listed above. Order of values: TRPC4 block	AI-2 QS modul	TRPC6 activator	MrgX1 ag	HIF act	TRPC6 inh	PolyA inhibitor	TRPC4 PAM	MrgX1 allo act	MrgX1 antag	TRPC4 agonist
Cc1ccc(NC(=O)CNC(=O)CC23CC4CC(CC(C4)C2)C3)c(O)c1 as listed: i	27	i	i	-0.1	i	i	i	i	i	i
Cc1nnc2n(c1=O)N=C(c1ccc(Cl)cc1)CS2 as listed: i	15	i	i	0.0	i	i	i	i	i	i
CCOc1ccc(OCC(=O)OCn2c(SC)nnc(C)c2=O)cc1 as listed: i	46	i	i	-0.3	i	i	i	i	i	i
Cc1cc(N2C(=O)C(O)=C(C(=O)c3ccco3)C2c2ccc(Cl)cc2)no1 (configuration not stated) as listed: i	-4	i	i	-0.1	i	i	i	i	i	i

The listing continues:
SMILES	TRPC4 block	AI-2 QS modul	TRPC6 activator	MrgX1 ag	HIF act	TRPC6 inh	PolyA inhibitor	TRPC4 PAM	MrgX1 allo act	MrgX1 antag	TRPC4 agonist
Cc1cc(C)c2c(-n3cccc3)c(NC(=O)OCc3ccccc3)sc2n1	i	16	i	i	nt	i	i	i	i	i	i
Cc1ccc(C(=O)OCC(=O)N(CC(C)C)c2c(N)n(Cc3ccccc3)c(=O)[nH]c2=O)o1	i	36	i	i	-0.5	i	i	i	i	i	i
Cc1ccc(C(=O)Nc2cccc(NC(=O)c3cccnc3)c2)cc1	i	15	i	i	-1.0	i	i	i	i	i	i
CC(=O)NCN1CCN(CNC(C)=O)CC1	i	13	i	i	-0.6	i	i	i	i	i	i
Cc1cc(C)nc(NC2=NCC(=O)N2c2ccc(F)c(Cl)c2)n1	i	16	i	i	-0.4	i	i	i	i	i	i
CC1(OC(=O)c2ccco2)C(=O)C=C2C=C(c3ccc(C#N)cc3)OC=C2C1=O (configuration not stated)	i	20	i	i	0.2	i	i	i	i	i	i
CCC(C)(C)NC(=O)C1CCN(c2nc(C)cc(C)n2)CC1	i	8	i	i	-0.3	i	i	i	i	i	i
O=S(=O)(NCc1cc(-c2ccc(Cl)cc2)no1)c1ccc(Cl)cc1	i	-1	i	i	-2.0	i	i	i	i	i	i
O=C(O)/C=C/C(=O)Nc1ccccc1-c1ccccc1NC(=O)/C=C/C(=O)O	i	5	i	i	0.1	i	i	i	i	i	i
O=C(c1ccc2c(c1)C(=O)N(Cc1ccco1)C2O)N1CCOCC1 (configuration not stated)	i	21	i	i	nt	i	i	i	i	i	i
CC12CC(NC(=O)N1Cc1ccccc1)c1ccccc1O2 (configuration not stated)	i	34	i	i	-0.2	i	i	i	i	i	i
CCOC(=O)Cc1csc(NC(=O)CCCC(=O)O)n1	i	5	i	i	0.0	i	i	i	i	i	i
Nc1cnn(Cc2ccc(F)cc2)c1	i	8	i	i	1.4	i	i	i	i	i	i
Cc1ccc(CN2CCN(Cc3ccco3)CC2)cc1	i	-1	i	i	-1.4	i	i	i	i	i	i
Nn1c(Cc2cccc3ccccc23)nnc1SCc1ccccc1Cl	i	13	i	i	-0.2	i	i	i	i	i	i
O=S(=O)(Nc1ccc(Br)cc1)N1CCOCC1	i	29	i	i	-0.3	i	i	i	i	i	i
O=C(NNc1nc(-c2ccccc2)cs1)c1cccs1	i	-35	i	i	0.9	i	i	i	i	i	i
COc1ccc2[nH]c(=O)c(CN(Cc3cccs3)S(=O)(=O)c3cccc4nsnc34)cc2c1	i	27	i	i	1.0	i	i	i	i	i	i
O=C(Nc1ccc(S(=O)(=O)N2CCOCC2)cc1)c1ccc([N+](=O)[O-])cc1Cl	i	25	i	i	0.6	i	i	i	i	i	i
COc1cc(NC(=S)NCc2ccco2)c(OC)cc1Cl	i	31	i	i	-0.7	i	i	i	i	i	i
CCCN1Cc2cccc(C(N)=O)c2C1=O	i	16	i	i	-0.1	i	i	i	i	i	i
CC(C)c1ccccc1OCCNS(C)(=O)=O	i	26	i	i	-0.4	i	i	i	i	i	i
OCCC1CN(Cc2cn[nH]c2C2CCCCC2)CCN1C1CCCC1 (configuration not stated)	i	29	i	i	-0.2	i	i	i	i	i	i
N=c1c2c(ncn1CCN1CCOCC1)Oc1ccc3ccccc3c1C2c1ccccc1 (configuration not stated)	i	0	i	i	0.0	i	i	i	i	i	i
CCOc1ccc(CCNC(=O)CN2C(=O)NC3(CCCC3)C2=O)cc1OCC	i	21	i	i	-0.6	i	i	i	i	i	i
CCN1C(=O)[C@H]2[C@@H](c3ccc(-c4ccccc4)cc3)N[C@@](C)(C(=O)OC)[C@H]2C1=O	i	58	i	i	-0.1	i	i	i	i	i	i
CCOC(=O)c1ccc(NC(=O)Nc2ccccn2)cc1	i	-2	i	i	2.7	i	i	i	i	i	i
COc1cc(NC(=O)c2cc(C)on2)cc(C(=O)Nc2cccc(C(F)(F)F)c2)c1	i	61	i	i	-0.1	i	i	i	i	i	i
Brc1nc(-c2ccccc2)nc(-c2ccccc2)c1Br	i	14	i	i	-0.4	i	i	i	i	i	i
CC(=O)Nc1ccc(NC(=O)C2CC(=O)N(c3cccc(Cl)c3)C2)cc1 (configuration not stated)	i	15	i	i	0.5	i	i	i	i	i	i
COCCOC(=O)C1=C(C)NC2=C(C(=O)CC(C)(C)C2)C1c1ccc2c(c1)OCO2 (configuration not stated)	i	22	i	i	0.4	i	i	i	i	i	i
Cc1nnc(N/N=C/c2c(O)n(-c3cccc(C(F)(F)F)c3)c(=O)c3ccccc23)[nH]c1=O	i	11	i	i	-0.3	i	i	i	i	i	i
COCCCNC(=O)C1CC(=O)OC1c1ccc(OC)c(OC)c1 (configuration not stated)	i	22	i	i	-0.5	i	i	i	i	i	i
C1COCCNCCOCCOCCN1	i	9	i	i	-3.0	i	i	i	i	i	i
O=C(CCN1N=C(c2ccccc2)CCC1=O)NCC1COc2ccccc2O1 (configuration not stated)	i	17	i	i	-2.0	i	i	i	i	i	i
CCCCCn1c(CNC(=O)CC)nc2ccccc21	i	23	i	i	0.0	i	i	i	i	i	i
CC(=O)c1cccc(NC(=O)N2CCCC2C(=O)NC2CCCCC2)c1 (configuration not stated)	i	7	i	i	0.1	i	i	i	i	i	i
C=CCOc1ccccc1CNc1ccccc1C	i	15	i	i	-0.3	i	i	i	i	i	i
O=C(Nn1cnnc1)c1cc(-c2ccccn2)nc2ccccc12	i	10	i	i	1.0	i	i	i	i	i	i
O=C(COc1ccccc1)N=C1SC2CS(=O)(=O)CC2N1CCc1ccccc1 (configuration not stated)	i	11	i	i	-0.4	i	i	i	i	i	i
